Myeloid diff 2 – promotes myeloid progenitor differentiation | ER-HoxA9 myeloid progenitors, lysozyme-GFP differentiation, flow cytometry | calls only at 10 µM | actives 1% (n = 360,000) | AID 624256;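 active means normalized GFP-positive differentiation at or above the plate's own cutoff, the solvent-only control mean plus 3 SD; inconclusive means no clear call, values can overlap the other calls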;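 further: cells exposed to compound for four days before flow analysis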
LYP phosphatase – inhibitors of LYP phosphatase, biochemical, fluorescence intensity, uHTS (AID 1779); recombinant LYP phosphatase, fluorescence intensity; higher % means a stronger effect; one-dose inhibition, % at 11.5 µM; IC50 in µM for titrated hits; actives 0.054% (n = 290,000); in the data active means inhibition above about 50%;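 further: plate controls were vehicle with enzyme for no effect and no enzyme for full effect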
Myeloid diff 2 GFP+ MAC1+ % – further read-out of Myeloid diff 2, marked with its call; GFP+ MAC1+ double positive, %; measured here: differentiation confirmed by MAC1 staining
Numbers without * were called inactive. The list is partial. The share of hits here may be higher or lower than overall.

`O=C(Nc1ccc(C(=O)N2CCCC2)cc1)c1cccc(C(F)(F)F)c1` gave Myeloid diff 2 inactive, LYP phosphatase -9.1% and Myeloid diff 2 GFP+ MAC1+ % 0.4.
O=C(CCN1C(=O)/C(=C/c2ccccc2Cl)SC1=S)NC1CCS(=O)(=O)C1 (configuration not stated) was read as Myeloid diff 2 inactive, LYP phosphatase -7.8% and Myeloid diff 2 GFP+ MAC1+ % 1.8.
Screening COC(=O)CC1COc2ccccc2N1S(=O)(=O)c1ccc(Br)cc1 (configuration not stated) returned Myeloid diff 2 inactive, LYP phosphatase -5.3% and Myeloid diff 2 GFP+ MAC1+ % 0.7.
CC1CCN(C(=O)c2cc3c(ccc4ccccc43)o2)CC1 was read as Myeloid diff 2 inactive, LYP phosphatase 1.9% and Myeloid diff 2 GFP+ MAC1+ % 0.3.
For CC(=O)Nc1ccc(/C=C/c2nc3ccccc3o2)cc1 the results were Myeloid diff 2 inactive, LYP phosphatase 3.2% and Myeloid diff 2 GFP+ MAC1+ % 0.9.
Screening O=C(NNC(=O)C12CC3CC(CC(C3)C1)C2)c1cccc(O)c1 returned Myeloid diff 2 inactive, LYP phosphatase -7.7% and Myeloid diff 2 GFP+ MAC1+ % 0.4.
COc1ccc(N2CCN(C(=O)CCS(=O)(=O)c3ccc4c(c3)NC(=O)C(C)S4)CC2)cc1 (configuration not stated) was read as Myeloid diff 2 inactive, LYP phosphatase -8.7% and Myeloid diff 2 GFP+ MAC1+ % 2.3.
For O=C(OCc1ccc(Br)cc1)c1cccnc1Cl the results were Myeloid diff 2 inactive, LYP phosphatase -2.2% and Myeloid diff 2 GFP+ MAC1+ % 0.5.
Screening COc1cccc(C2CC(c3cccs3)=NN2C(=O)CCC(=O)O)c1OC (configuration not stated) returned Myeloid diff 2 inactive, LYP phosphatase -3.8% and Myeloid diff 2 GFP+ MAC1+ % 0.6.
`CCc1ccc(C(=O)Nn2c(C)nc3ccccc3c2=O)cc1` gave Myeloid diff 2 inactive, LYP phosphatase -2.9% and Myeloid diff 2 GFP+ MAC1+ % 0.6.
For CCCN(CCC)C(=O)c1ccc2nc(-c3ccc(OC)c(OC)c3)c(-c3ccc(OC)c(OC)c3)nc2c1 the results were Myeloid diff 2 inactive, LYP phosphatase -3.4% and Myeloid diff 2 GFP+ MAC1+ % 0.7.
Screening CCOc1ccc(CN2C(=O)c3ccccc3C2=O)cc1C(=O)O returned Myeloid diff 2 inactive, LYP phosphatase -9.0% and Myeloid diff 2 GFP+ MAC1+ % 0.6.
Cc1c(C(=O)Nc2ccccc2F)cnn1-c1ccccc1 was read as Myeloid diff 2 inactive, LYP phosphatase -5.6% and Myeloid diff 2 GFP+ MAC1+ % 0.6.
Screening COc1ccc(OC)c(NC(=O)Cn2nc(C)c3ccccc3c2=O)c1 returned Myeloid diff 2 inactive, LYP phosphatase -6.7% and Myeloid diff 2 GFP+ MAC1+ % 0.3.
`Cc1c(Cl)cccc1-n1c(SCC(=O)N2CCC(C(=O)O)CC2)nc2ccccc2c1=O` gave Myeloid diff 2 inactive, LYP phosphatase 0.7% and Myeloid diff 2 GFP+ MAC1+ % 0.5.
CCOc1ccc(NCc2cccn2-c2nnc(N3CCC(C(=O)NCCCN4C(C)CCCC4C)CC3)s2)cc1 (configuration not stated) was read as Myeloid diff 2 inactive, LYP phosphatase -6.8% and Myeloid diff 2 GFP+ MAC1+ % 2.2.
O=C(O)CCCC(=O)N1N=C(c2ccco2)CC1c1ccco1 (configuration not stated) was read as Myeloid diff 2 inactive, LYP phosphatase -2.6% and Myeloid diff 2 GFP+ MAC1+ % 0.6.
Screening Cc1c(C(=O)N2CCCCC2)c(S(=O)(=O)NCc2ccc(F)cc2)c(C)n1C returned Myeloid diff 2 inactive, LYP phosphatase -9.1% and Myeloid diff 2 GFP+ MAC1+ % 1.8.
Screening Cc1cc(C)n(-c2ccc(NC(=O)C3CCCCN3C(=O)c3occc3C)cc2)n1 (configuration not stated) returned Myeloid diff 2 inactive, LYP phosphatase -5.1% and Myeloid diff 2 GFP+ MAC1+ % 0.7.
`Cc1cccc(C(=O)NNC(=O)c2ccccc2Br)c1` gave Myeloid diff 2 inactive, LYP phosphatase -8.4% and Myeloid diff 2 GFP+ MAC1+ % 0.3.
For CCn1c(SCC(=O)Nc2nnc(C)s2)nnc1C(C)NC(=O)c1ccccc1F (configuration not stated) the results were Myeloid diff 2 inactive, LYP phosphatase -7.6% and Myeloid diff 2 GFP+ MAC1+ % 0.3.
For CC(=O)N1c2ccc(C)cc2C(c2ccccc2)CC1C (configuration not stated) the results were Myeloid diff 2 inactive, LYP phosphatase -10.8% and Myeloid diff 2 GFP+ MAC1+ % 0.3.
`O=C(NCc1cccnc1)c1ccc2c(c1)C(=O)N(Cc1ccccc1)C2=O` gave Myeloid diff 2 inactive, LYP phosphatase -9.4% and Myeloid diff 2 GFP+ MAC1+ % 0.6.
Screening Cc1cc(-c2nnc(SCCC(=O)Nc3ccccc3)o2)no1 returned Myeloid diff 2 inactive, LYP phosphatase 0.8% and Myeloid diff 2 GFP+ MAC1+ % 0.3.
For COc1ccc(NC(=O)Cn2cc(C(=O)C3CC3)c3ccccc32)cc1 the results were Myeloid diff 2 inactive, LYP phosphatase -9.4% and Myeloid diff 2 GFP+ MAC1+ % 0.5.
Cc1ccccc1-c1nc(CS(=O)(=O)CC(=O)NCCCN2CC(C)CC(C)C2)c(C)o1 (configuration not stated) was read as Myeloid diff 2 inactive, LYP phosphatase -14.2% and Myeloid diff 2 GFP+ MAC1+ % 1.1.
For COc1ccc(-n2ccc(=O)c(C(=O)Nc3ccc(S(=O)(=O)Nc4nccs4)cc3)n2)cc1 the results were Myeloid diff 2 inactive, LYP phosphatase -11.2% and Myeloid diff 2 GFP+ MAC1+ % 0.6.
Screening CCOc1ccc(N(CC(=O)Nc2ccc(Br)cc2)S(C)(=O)=O)cc1 returned Myeloid diff 2 inactive, LYP phosphatase -9.5% and Myeloid diff 2 GFP+ MAC1+ % 0.6.
For NC(=O)CSc1nc2ccccc2c(=O)n1-c1ccccc1 the results were Myeloid diff 2 inactive, LYP phosphatase -7.7% and Myeloid diff 2 GFP+ MAC1+ % 0.5.
O=S(=O)(Nc1ccc(S(=O)(=O)Nc2ncccn2)cc1)c1ccccc1 was read as Myeloid diff 2 inactive, LYP phosphatase -2.4% and Myeloid diff 2 GFP+ MAC1+ % 0.6.
`CC1CCN(C(=O)Cn2nnc(-c3ccc(C(C)C)cc3)n2)CC1` gave Myeloid diff 2 inactive, LYP phosphatase -5.2% and Myeloid diff 2 GFP+ MAC1+ % 0.5.
Screening O=C1COc2ccc(S(=O)(=O)Nc3cccc(Cl)c3)cc2N1 returned Myeloid diff 2 inactive, LYP phosphatase -10.7% and Myeloid diff 2 GFP+ MAC1+ % 2.4.
For Cc1onc(-c2c(Cl)cccc2Cl)c1C(=O)NC1CCCCC1 the results were Myeloid diff 2 inactive, LYP phosphatase -10.2% and Myeloid diff 2 GFP+ MAC1+ % 4.8.
For COc1ccc(S(=O)(=O)N2CN3CCN(C3)C2)cc1OC the results were Myeloid diff 2 inactive, LYP phosphatase -7.3% and Myeloid diff 2 GFP+ MAC1+ % 0.4.
For CN1CCN(CCCOc2ccc(-c3ccccc3)cc2)CC1 the results were Myeloid diff 2 inactive, LYP phosphatase -3.5% and Myeloid diff 2 GFP+ MAC1+ % 0.6.
Screening CC(OC(=O)CN1C(=O)C2CC=CCC2C1=O)C(=O)Nc1ccc(F)cc1Cl (configuration not stated) returned Myeloid diff 2 inactive, LYP phosphatase -10.4% and Myeloid diff 2 GFP+ MAC1+ % 2.2.
Cc1ccc(-c2ccc(CCC(=O)O)n2-c2cccc(C(=O)O)c2)cc1 was read as Myeloid diff 2 inactive, LYP phosphatase -7.7% and Myeloid diff 2 GFP+ MAC1+ % 0.2.
N=c1oc2ccc(Br)cc2cc1C(=O)NCc1ccc(F)cc1 was read as Myeloid diff 2 inactive, LYP phosphatase -2.7% and Myeloid diff 2 GFP+ MAC1+ % 0.0.
`CN(C)S(=O)(=O)c1cc(NC(=O)COC(=O)CCc2ccccc2)ccc1Cl` gave Myeloid diff 2 inactive, LYP phosphatase -9.7% and Myeloid diff 2 GFP+ MAC1+ % 0.4.
COc1ccc(/C=C2/C(=N)N3N=C(CC(=O)N4CCCC4)SC3=NC2=O)cc1OC was read as Myeloid diff 2 inactive, LYP phosphatase -7.7% and Myeloid diff 2 GFP+ MAC1+ % 1.1.
Screening O=C(O)CCC(=O)N1CCN(S(=O)(=O)c2cccs2)CC1 returned Myeloid diff 2 inactive, LYP phosphatase -5.6% and Myeloid diff 2 GFP+ MAC1+ % 0.4.
`CCOC(=O)C1CCN(S(=O)(=O)c2c(Cl)ccc3nonc23)CC1` gave Myeloid diff 2 inconclusive and LYP phosphatase -3.4%.
CC(C)[C@H](N)C(=O)NC[C@H]1CC[C@H](C(=O)N[C@@H](Cc2ccccc2)C(=O)O)CC1 was read as Myeloid diff 2 inactive, LYP phosphatase -4.5% and Myeloid diff 2 GFP+ MAC1+ % 0.4.
For CCOc1ccc(-c2cccc(NC(=O)COc3ccc(Cl)cc3)c2)nn1 the results were Myeloid diff 2 inactive, LYP phosphatase -7.5% and Myeloid diff 2 GFP+ MAC1+ % 2.4.
For COc1ccc(OC)c(NC(=O)CN2CCc3ccccc3C2)c1 the results were Myeloid diff 2 inactive, LYP phosphatase -7.4% and Myeloid diff 2 GFP+ MAC1+ % 0.4.
For CCC(C)(C)NC(=O)C(c1ccc(OC)cc1)N(C(=O)CCC(=O)Nc1cc(C)on1)c1cccc(OC)c1 (configuration not stated) the results were Myeloid diff 2 inactive, LYP phosphatase -5.3% and Myeloid diff 2 GFP+ MAC1+ % 6.0.
Screening Cc1cc(NS(=O)(=O)c2ccc(NS(=O)(=O)c3ccc(Br)cc3)cc2)no1 returned Myeloid diff 2 inactive, LYP phosphatase -6.3% and Myeloid diff 2 GFP+ MAC1+ % 0.7.
`Cc1cc(C(=O)NC2CCCN(Cc3ccccc3F)C2)n[nH]1` (configuration not stated) gave Myeloid diff 2 inactive, LYP phosphatase -4.8% and Myeloid diff 2 GFP+ MAC1+ % 0.4.
For COc1ccc(N(CC(=O)N/N=C(\C)c2ccc(OC)c(OC)c2)S(=O)(=O)c2ccccc2)cc1 the results were Myeloid diff 2 inactive, LYP phosphatase -8.0% and Myeloid diff 2 GFP+ MAC1+ % 1.6.
COc1ccc(N2CCN(C(=O)c3cc([N+](=O)[O-])ccc3N3CCN(CCO)CC3)CC2)cc1 was read as Myeloid diff 2 inactive, LYP phosphatase -9.6% and Myeloid diff 2 GFP+ MAC1+ % 0.9.
`O=C(CNC(=O)c1ccc(F)cc1)N/N=C/c1cccnc1` gave Myeloid diff 2 inactive, LYP phosphatase -5.7% and Myeloid diff 2 GFP+ MAC1+ % 1.4.
Screening Cc1ccc(F)cc1CNC(=O)C1CCC(=O)N(C2CC2)C1 (configuration not stated) returned Myeloid diff 2 inconclusive and LYP phosphatase -7.7%.
For O=Cc1c(N2CCN(CCO)CC2)nc2ccccn2c1=O the results were Myeloid diff 2 inactive, LYP phosphatase -2.3% and Myeloid diff 2 GFP+ MAC1+ % 0.6.
CSc1ccc(S(=O)(=O)N2CCC(C(=O)Nc3ccccc3C(F)(F)F)CC2)cc1 was read as Myeloid diff 2 inactive, LYP phosphatase -11.6% and Myeloid diff 2 GFP+ MAC1+ % 1.2.
For COc1cc2c(cc1OC)C(COc1ccc(F)cc1)N(C(C)=O)CC2 (configuration not stated) the results were Myeloid diff 2 inactive, LYP phosphatase -0.8% and Myeloid diff 2 GFP+ MAC1+ % 0.8.
CC1=C(C(N)=O)C(c2ccc(Br)cc2)n2nc(CCCO)nc2N1 (configuration not stated) was read as Myeloid diff 2 inactive, LYP phosphatase -2.8% and Myeloid diff 2 GFP+ MAC1+ % 0.6.
Screening CN(C)CCCNC(=S)N(CCN(C)C)Cc1cc2cc3c(cc2[nH]c1=O)OCCO3 returned Myeloid diff 2 inactive, LYP phosphatase -2.1% and Myeloid diff 2 GFP+ MAC1+ % 0.1.
CCOC(=O)N1CCN(CC(=O)Nc2nc3ccccc3s2)CC1 was read as Myeloid diff 2 inactive, LYP phosphatase -6.7% and Myeloid diff 2 GFP+ MAC1+ % 0.8.
For CCn1c(NCc2ccc(OC)cc2)nc2ccccc21 the results were Myeloid diff 2 inactive, LYP phosphatase -2.9% and Myeloid diff 2 GFP+ MAC1+ % 0.3.

As a short view, part of the list above.
Screening Cc1ccc(F)cc1CNC(=O)C1CCC(=O)N(C2CC2)C1 (configuration not stated) returned Myeloid diff 2 inconclusive and LYP phosphatase -7.7%.
For O=Cc1c(N2CCN(CCO)CC2)nc2ccccn2c1=O the results were Myeloid diff 2 inactive, LYP phosphatase -2.3% and Myeloid diff 2 GFP+ MAC1+ % 0.6.
CSc1ccc(S(=O)(=O)N2CCC(C(=O)Nc3ccccc3C(F)(F)F)CC2)cc1 was read as Myeloid diff 2 inactive, LYP phosphatase -11.6% and Myeloid diff 2 GFP+ MAC1+ % 1.2.
For COc1cc2c(cc1OC)C(COc1ccc(F)cc1)N(C(C)=O)CC2 (configuration not stated) the results were Myeloid diff 2 inactive, LYP phosphatase -0.8% and Myeloid diff 2 GFP+ MAC1+ % 0.8.
CC1=C(C(N)=O)C(c2ccc(Br)cc2)n2nc(CCCO)nc2N1 (configuration not stated) was read as Myeloid diff 2 inactive, LYP phosphatase -2.8% and Myeloid diff 2 GFP+ MAC1+ % 0.6.
Screening CN(C)CCCNC(=S)N(CCN(C)C)Cc1cc2cc3c(cc2[nH]c1=O)OCCO3 returned Myeloid diff 2 inactive, LYP phosphatase -2.1% and Myeloid diff 2 GFP+ MAC1+ % 0.1.
CCOC(=O)N1CCN(CC(=O)Nc2nc3ccccc3s2)CC1 was read as Myeloid diff 2 inactive, LYP phosphatase -6.7% and Myeloid diff 2 GFP+ MAC1+ % 0.8.
